Screens deposited in PubChem by several laboratories.
AHR activator: activates the human aryl hydrocarbon receptor; AHR-responsive luciferase reporter cells, luminescence; activation, % at 5 µM; hit rate 2.5% among 320,000; AID 2796; in the data active means activation above about 47%;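 further: 0% = vehicle wells and 100% = reference agonist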
procasp3 activ: activators of human procaspase-3; P42574; recombinant procaspase-3 D3A, Ac-DEVD-pNA absorbance 405 nm; activation, % at 8.5 µM; hit rate 0.11% among 330,000;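 active means activation above the mean of all tested compounds plus 3 SD, cut at about 21% in these data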;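 further: 0% = DMSO alone and 100% = DMSO wells spiked with extra 5 µM PC-3 D3A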
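Assay system: Procaspase-3 D3A mutant, all three cleavage aspartates alanine. Buffer or medium: Zinc-free HEPES saline buffer with Triton X-100. Times: 1 h compound preincubation, 2 h substrate hydrolysis at 25 °C. Measured by: 405 nm absorbance of p-nitroaniline, reads at 0 and 120 min. Read-out basis: percent activation relative to control range. Replicates: singlicate.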
RPL19A-GFP yeast: alters RPL19A-GFP fluorescence in TOR pathway yeast screen; S. cerevisiae RPL19A-GFP strain, flow cytometry, 3 h; hits give low values; percent response vs DMSO, % at 10 µM; hit rate 0.3% among 330,000; AID 2025;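 active means percent response vs DMSO below 50%; inconclusive means fewer than 70 events counted for the yeast strain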;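 further: median channel GFP fluorescence of the barcoded RPL19A-GFP strain; ratio of sample median GFP to plate DMSO average so 100% = DMSO; lower means less RPL19A-GFP as with rapamycin TOR inhibition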
EBNA-1 inh: blocks EBNA-1 binding to DNA. EBNA-1 DNA binding, fluorescence polarization. inhibition, % at 14.8 µM. hit rate 0.34% among 300,000; in the data active means inhibition above about 28%
proCasp7 act: counter-screen: procaspase-7 (human) activation; recombinant procaspase-7, Ac-DEVD-pNA absorbance 405 nm; D23A/D198A/D206A triple mutant, cannot self-cleave; scale: DMSO 0, 5 µM enzyme 100; activation, % at 8.5 µM; hit rate 0.093% among 330,000; AID 463210;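 active means percent activation above the screen-wide mean plus 3 SD, cut at about 25% in these data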
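System: Uncleavable procaspase-7 mutant enzyme; Amount: 2 µM procaspase-7 mutant as dispensed; Schedule: 1 h compound preincubation, 2 h substrate cleavage, 25 °C; Measured by: 405 nm absorbance of p-nitroaniline; Evaluation: percent activation from buffer-corrected 0–120 min absorbance change; Control set: low DMSO alone, high DMSO plus 5 µM PC-7.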
MEP2 TOR yeast: modulators of TOR pathway MEP2-GFP in S. cerevisiae; S. cerevisiae MEP2-GFP strain, flow cytometry GFP, 3 h; 100% = DMSO control level; GFP response vs DMSO, % at 10 µM; hit rate 0.51% among 330,000;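 active means GFP response versus DMSO above a set limit, roughly screen mean plus 3 SD, cut at about 180% in these data; inconclusive means fewer than 70 cells counted for a yeast strain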;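 further: median GFP fluorescence of the barcode-gated MEP2-GFP cells per well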
ZTA DNA inh: counter-screen for EBNA-1 inhibitors: inhibitors of Epstein-Barr virus ZTA | hit rate 0.15% among 320,000 | inhibition, % at 11 µM | ZTA-DNA binding, fluorescence polarization | P03206; in the data active means inhibition above about 33%
LAP4 TOR yeast: modulators of TOR pathway LAP4-GFP in S. cerevisiae. S. cerevisiae LAP4-GFP multiplex, flow cytometry GFP, 3 h; median GFP as percent of DMSO wells. GFP response vs DMSO, % at 10 µM. AID 2023. hit rate 0.34% among 320,000;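 active means GFP response vs DMSO above a set limit, about the screen mean plus 3 SD, cut at about 150% in these data; inconclusive means under 70 cell events counted for the yeast strain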
* hit, by the source's call.

Screening CCCn1c(SCC(=O)NCc2ccco2)nc2c1c(=O)n(C)c(=O)n2C returned AHR activator 0, procasp3 activ -5, RPL19A-GFP yeast 108, EBNA-1 inh -12, proCasp7 act -2, MEP2 TOR yeast 105, ZTA DNA inh -24 and LAP4 TOR yeast 103.
`CCCOc1ccc(C(=O)Nc2ccc(N3CCN(C(C)=O)CC3)cc2)cc1` gave AHR activator 26, procasp3 activ -1, RPL19A-GFP yeast 98, EBNA-1 inh 7, proCasp7 act -4, MEP2 TOR yeast 105, ZTA DNA inh 8 and LAP4 TOR yeast 98.
For COc1ccc2c(c1)CC/C(=C\c1ccc(OC)c(Cn3cccn3)c1)C2=O the results were AHR activator 2, procasp3 activ 6, RPL19A-GFP yeast 97, EBNA-1 inh 5, proCasp7 act -1, MEP2 TOR yeast 98, ZTA DNA inh 6 and LAP4 TOR yeast 119.
For O=C(CN1C(=O)CC(c2ccccc2)S(=O)(=O)c2ccccc21)N1CCCC1 (stereo not given) the results were AHR activator 0, procasp3 activ 2, RPL19A-GFP yeast 98, EBNA-1 inh 1, proCasp7 act -2, MEP2 TOR yeast 94, ZTA DNA inh 4 and LAP4 TOR yeast 104.
`Cc1ccc(N(Cc2ccccc2)C(=O)c2ccc(S(=O)(=O)N3CCOCC3)cc2)cc1` gave AHR activator 1, procasp3 activ -7, RPL19A-GFP yeast 93, EBNA-1 inh -9, proCasp7 act 7, MEP2 TOR yeast 100, ZTA DNA inh 1 and LAP4 TOR yeast 92.
Screening Cc1ccc(OCC(=O)c2cc(C)n(C)c2C)c([N+](=O)[O-])n1 returned AHR activator 5, procasp3 activ -13, RPL19A-GFP yeast 108, EBNA-1 inh 6, proCasp7 act -24, MEP2 TOR yeast 94, ZTA DNA inh 4 and LAP4 TOR yeast 96.
For Cn1c(=O)n(C)c2cc(S(=O)(=O)N3CCOCC3)ccc21 the results were AHR activator -3, procasp3 activ 7, RPL19A-GFP yeast 96, EBNA-1 inh 13, proCasp7 act -4, MEP2 TOR yeast 99, ZTA DNA inh -1 and LAP4 TOR yeast 93.
For COc1ccc(NC(=O)CSc2nc3ccccc3c(=O)n2CCNC(C)=O)cc1 the results were AHR activator 0, procasp3 activ 4, RPL19A-GFP yeast 101, EBNA-1 inh 7, proCasp7 act 8, MEP2 TOR yeast 128, ZTA DNA inh -12 and LAP4 TOR yeast 106.
For O=C(CC1CCCCC1)Nc1c2c(nn1-c1ccc(F)cc1)CS(=O)(=O)C2 the results were AHR activator -1, procasp3 activ 3, RPL19A-GFP yeast 97, EBNA-1 inh -5, proCasp7 act 8, MEP2 TOR yeast 105, ZTA DNA inh -4 and LAP4 TOR yeast 107.
CC(c1ccccc1)N1CCc2[nH]c(=S)[nH]c(=O)c2C1 (stereo not given) was read as AHR activator 4, procasp3 activ 1, RPL19A-GFP yeast 102, EBNA-1 inh 0, proCasp7 act 0, MEP2 TOR yeast 99, ZTA DNA inh -13 and LAP4 TOR yeast 109.
`Cc1cccc(NC(=O)C2CC(=O)N(c3ccc4c(c3)OCCO4)C2)n1` (stereo not given) gave AHR activator 0, procasp3 activ 8, RPL19A-GFP yeast 94, proCasp7 act 3, MEP2 TOR yeast 93, ZTA DNA inh -21 and LAP4 TOR yeast 95.
Screening NC(=O)CC(NC(=O)c1ccc(Br)cc1)c1ccc(N2CCN(c3ccccc3)CC2)c([N+](=O)[O-])c1 (stereo not given) returned AHR activator 2, procasp3 activ 4, RPL19A-GFP yeast 100, EBNA-1 inh 6, proCasp7 act -12, MEP2 TOR yeast 100, ZTA DNA inh -21 and LAP4 TOR yeast 105.
For Nc1c(C(=O)N/N=C/c2ccccc2Cl)oc2nc(-c3ccccc3)cc(-c3ccco3)c12 the results were AHR activator 50*, procasp3 activ 3, RPL19A-GFP yeast 100, EBNA-1 inh -2, proCasp7 act 1, MEP2 TOR yeast 96, ZTA DNA inh -2 and LAP4 TOR yeast 111.
For CC(=O)Nc1ccc(NC(=O)C/C(C)=N/NC(N)=S)cc1 the results were AHR activator 1, procasp3 activ 6, RPL19A-GFP yeast 96, EBNA-1 inh -3, proCasp7 act -3, MEP2 TOR yeast 100, ZTA DNA inh -32 and LAP4 TOR yeast 94.
For Cc1ccc(CN2CCN(c3ncccn3)CC2)c(C)c1 the results were AHR activator 0, procasp3 activ 2, RPL19A-GFP yeast 105, EBNA-1 inh 2, proCasp7 act 4, MEP2 TOR yeast 108, ZTA DNA inh 2 and LAP4 TOR yeast 91.
COc1ccccc1C(=O)NC(=Nc1nc2ccccc2o1)NC(=O)c1ccccc1OC was read as AHR activator 107*, procasp3 activ -3, RPL19A-GFP yeast 95, EBNA-1 inh -1, proCasp7 act -4, MEP2 TOR yeast 95, ZTA DNA inh -21 and LAP4 TOR yeast 104.
For Cc1nsc2nc3c(F)c(F)c(F)c(F)c3cc12 the results were AHR activator 2, procasp3 activ 3, RPL19A-GFP yeast 101, EBNA-1 inh -6, proCasp7 act 4, MEP2 TOR yeast 104, ZTA DNA inh -6 and LAP4 TOR yeast 91.
Screening Cc1csc(=O)n1CC(=O)OCC(=O)NCc1ccc(F)cc1 returned AHR activator -2, procasp3 activ -7, RPL19A-GFP yeast 97, EBNA-1 inh -6, proCasp7 act 1, MEP2 TOR yeast 104, ZTA DNA inh -7 and LAP4 TOR yeast 101.
Screening CC(C)CCNC(=O)NC(=O)CN1C(=O)NC2(CCCCC2)C1=O returned AHR activator 1, procasp3 activ 5, RPL19A-GFP yeast 99, EBNA-1 inh 3, proCasp7 act 3, MEP2 TOR yeast 111, ZTA DNA inh 11 and LAP4 TOR yeast 103.
Screening CC[C@H](C)/C=C/C1=CC2=C(Cl)C(=O)[C@@]3(C)OC(=O)C(C(=O)[C@H](C)[C@@H](C)O)=C3C2=CO1 returned AHR activator 15, procasp3 activ 1, RPL19A-GFP yeast 97, EBNA-1 inh 2, proCasp7 act -11, MEP2 TOR yeast 96, ZTA DNA inh 13 and LAP4 TOR yeast 113.

Some of these compounds in order of SMILES length, rising.
For Cc1nsc2nc3c(F)c(F)c(F)c(F)c3cc12 the results were AHR activator 2, procasp3 activ 3, RPL19A-GFP yeast 101, EBNA-1 inh -6, proCasp7 act 4, MEP2 TOR yeast 104, ZTA DNA inh -6 and LAP4 TOR yeast 91.
For Cc1ccc(CN2CCN(c3ncccn3)CC2)c(C)c1 the results were AHR activator 0, procasp3 activ 2, RPL19A-GFP yeast 105, EBNA-1 inh 2, proCasp7 act 4, MEP2 TOR yeast 108, ZTA DNA inh 2 and LAP4 TOR yeast 91.
Screening CC(C)CCNC(=O)NC(=O)CN1C(=O)NC2(CCCCC2)C1=O returned AHR activator 1, procasp3 activ 5, RPL19A-GFP yeast 99, EBNA-1 inh 3, proCasp7 act 3, MEP2 TOR yeast 111, ZTA DNA inh 11 and LAP4 TOR yeast 103.

(listing goes on)
Screening CCCN(Cc1cc2cc(OC)ccc2[nH]c1=O)C(=O)c1ccco1 returned AHR activator 3, procasp3 activ 5, RPL19A-GFP yeast 99, EBNA-1 inh 5, proCasp7 act 0, MEP2 TOR yeast 96, ZTA DNA inh 1 and LAP4 TOR yeast 100.
`CCOC(=O)[C@@H](C)N(Cc1ccc(OC)cc1)S(=O)(=O)N(Cc1ccccc1)[C@H](C(=O)OC)C(C)C` gave AHR activator -1, procasp3 activ 3, RPL19A-GFP yeast 96, proCasp7 act 9, MEP2 TOR yeast 85, ZTA DNA inh -3 and LAP4 TOR yeast 101.
For Cc1ccc(CN(C(=O)c2csnn2)C(C(=O)NC2CCCC2)c2cccnc2)cc1 (stereo not given) the results were AHR activator 1, procasp3 activ 1, RPL19A-GFP yeast 103, EBNA-1 inh -3, proCasp7 act -1, MEP2 TOR yeast 106, ZTA DNA inh -1 and LAP4 TOR yeast 96.
`Cn1c(=O)c2c(nc(SCC(=O)NCc3ccc4c(c3)OCO4)n2Cc2ccccc2)n(C)c1=O` gave AHR activator 1, procasp3 activ -6, RPL19A-GFP yeast 99, EBNA-1 inh -6, proCasp7 act 6, MEP2 TOR yeast 101, ZTA DNA inh 15 and LAP4 TOR yeast 89.
For Cc1cccc(OC(=O)CN2C(=O)C3C4CCC(C4)C3C2=O)c1C (stereo not given) the results were AHR activator 1, procasp3 activ 4, RPL19A-GFP yeast 98, EBNA-1 inh 2, proCasp7 act 2, MEP2 TOR yeast 99, ZTA DNA inh 4 and LAP4 TOR yeast 97.
`CCC(=O)c1ccc(N2CCN(C(=O)c3cc([N+](=O)[O-])ccc3N3CCN(C)CC3)CC2)c(F)c1` gave AHR activator -1, procasp3 activ 4, RPL19A-GFP yeast 95, EBNA-1 inh -4, proCasp7 act -6, MEP2 TOR yeast 100, ZTA DNA inh -10 and LAP4 TOR yeast 96.
`OC(c1ccccc1)C(O)c1ccccc1` (stereo not given) gave AHR activator -1, procasp3 activ 1, RPL19A-GFP yeast 108, EBNA-1 inh 1, proCasp7 act 5, MEP2 TOR yeast 101, ZTA DNA inh 6 and LAP4 TOR yeast 100.
CC(C)CN1C(=S)SC(C)(C)C1n1oc(=O)n(-c2ccccc2)c1=O (stereo not given) was read as AHR activator 3, procasp3 activ 11, RPL19A-GFP yeast 105, EBNA-1 inh -1, proCasp7 act 4, MEP2 TOR yeast 103, ZTA DNA inh 0 and LAP4 TOR yeast 93.
For CC(OC(=O)CNC(=O)c1sc2ccccc2c1Cl)c1ccccc1 (stereo not given) the results were AHR activator -1, procasp3 activ 3, RPL19A-GFP yeast 98, proCasp7 act -1, MEP2 TOR yeast 95, ZTA DNA inh -7 and LAP4 TOR yeast 97.
For CC(C)C(NC(=O)/C=C/c1ccc(F)cc1)C(C)C the results were AHR activator 3, procasp3 activ -8, RPL19A-GFP yeast inconclusive, EBNA-1 inh -1, proCasp7 act 11, MEP2 TOR yeast inconclusive, ZTA DNA inh 2 and LAP4 TOR yeast inconclusive.
For CC(Nc1ccccc1)c1ccncc1 (stereo not given) the results were AHR activator -1, procasp3 activ -6, RPL19A-GFP yeast 110, EBNA-1 inh 4, proCasp7 act 1, MEP2 TOR yeast 109, ZTA DNA inh 1 and LAP4 TOR yeast 110.
Cn1c(=O)c2c(nc(CN3CCC(C(N)=O)CC3)n2Cc2c(Cl)cccc2Cl)n(C)c1=O was read as AHR activator -3, procasp3 activ 4, RPL19A-GFP yeast 96, EBNA-1 inh 1, proCasp7 act 1, MEP2 TOR yeast 93, ZTA DNA inh 4 and LAP4 TOR yeast 100.
`Cn1c(=O)c2c(nc(N3CCOCC3)n2CCc2ccccc2)n(C)c1=O` gave AHR activator 4, procasp3 activ 7, RPL19A-GFP yeast 100, EBNA-1 inh -7, proCasp7 act -3, MEP2 TOR yeast 86, ZTA DNA inh 1 and LAP4 TOR yeast 99.
O=C(COc1ccc2ccc(=O)oc2c1)Nc1ccc2c(c1)OCCO2 was read as AHR activator -5, procasp3 activ 4, RPL19A-GFP yeast 102, EBNA-1 inh -3, proCasp7 act 11, MEP2 TOR yeast 103, ZTA DNA inh -17 and LAP4 TOR yeast 98.
CCCCn1c(N)c(N(CC(C)C)C(=O)c2ccc([N+](=O)[O-])o2)c(=O)[nH]c1=O was read as AHR activator 1, procasp3 activ 6, RPL19A-GFP yeast 91, proCasp7 act 5, MEP2 TOR yeast 88, ZTA DNA inh 11 and LAP4 TOR yeast 93.
CCOC(=O)c1ccc(NC(=O)CSc2nccn2C)cc1 was read as AHR activator 2, procasp3 activ 2, RPL19A-GFP yeast 94, EBNA-1 inh -1, proCasp7 act 8, MEP2 TOR yeast 102, ZTA DNA inh -8 and LAP4 TOR yeast 96.
